# Assay outcomes as filed in PubChem.
# RBX1-CUL1 inh – inhibitors of human ROC1-CUL1 ubiquitin ligase activity. inhibition, % at 10 µM. E3 ubiquitin-protein ligase RBX1 (Homo sapiens) + Cullin-1 (Homo sapiens), P62877+Q13616. in vitro K48 di-Ub FRET, acceptor:donor ratio, 45 min. actives 0.6% (n = 140,000); in the data active = inhibition above about 25%
# Target sequence (P62877 whole entry, looked up): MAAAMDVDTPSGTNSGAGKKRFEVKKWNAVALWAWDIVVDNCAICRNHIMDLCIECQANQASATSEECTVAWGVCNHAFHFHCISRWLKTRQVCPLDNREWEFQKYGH
# Target sequence (Q13616 whole entry, looked up): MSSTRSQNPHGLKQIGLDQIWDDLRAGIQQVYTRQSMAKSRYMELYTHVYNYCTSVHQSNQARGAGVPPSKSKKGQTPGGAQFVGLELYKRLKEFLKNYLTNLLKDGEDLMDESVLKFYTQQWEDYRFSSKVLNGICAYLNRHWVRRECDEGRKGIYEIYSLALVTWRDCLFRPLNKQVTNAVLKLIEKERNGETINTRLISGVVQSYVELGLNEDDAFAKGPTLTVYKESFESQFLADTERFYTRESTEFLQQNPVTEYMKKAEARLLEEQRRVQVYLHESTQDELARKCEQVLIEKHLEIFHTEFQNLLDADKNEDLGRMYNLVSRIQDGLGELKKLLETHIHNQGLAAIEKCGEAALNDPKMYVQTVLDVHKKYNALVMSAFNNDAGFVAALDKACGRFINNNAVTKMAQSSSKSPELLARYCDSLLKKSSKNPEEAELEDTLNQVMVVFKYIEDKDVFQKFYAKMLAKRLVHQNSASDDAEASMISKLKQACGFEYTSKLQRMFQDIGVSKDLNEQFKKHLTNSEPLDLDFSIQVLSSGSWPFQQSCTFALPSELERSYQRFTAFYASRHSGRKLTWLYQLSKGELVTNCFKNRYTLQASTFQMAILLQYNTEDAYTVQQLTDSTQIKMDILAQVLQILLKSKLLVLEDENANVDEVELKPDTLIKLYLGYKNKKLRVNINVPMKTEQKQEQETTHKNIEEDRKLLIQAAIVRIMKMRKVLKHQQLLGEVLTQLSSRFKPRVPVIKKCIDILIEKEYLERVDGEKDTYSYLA
# * marks the source's active call; other numbers are inactive results; & = joins results of further samples. Only part of the results is shown; the hit share may differ from the screen's.
RBX1-CUL1 inh,SMILES
-8,Cc1cccc(NC(=O)c2cc(-c3ccccc3Cl)nc3ccccc23)c1C
2,Cc1ccccc1SCC(=O)N1CCc2[nH]nc(C3CCC3)c2C1
-8,COc1ccc(CNC(=O)C2CCN(C(=O)N3CCOc4ccc(Cl)cc43)CC2)cc1
3,COc1ccc(OC)c(NS(=O)(=O)c2ccc(F)cc2)c1
1,Cc1cc(C)c(S(=O)(=O)ON2C(=O)CC(CC3=CCC4CC3C4(C)C)C2=O)c(C)c1 (stereo unspecified)
4,CC(O)C(=O)N/N=C/c1cccc2ccccc12 (stereo unspecified)
1,N#CC1C(=N)C(C#N)(C#N)[C@H](c2cccs2)[C@H]2CN(C(=O)OCc3ccccc3)CC=C12 (stereo partly specified)
-4,COc1ccccc1C(=O)c1cccc2c(=O)c3ccccc3oc12
-10,COc1ccc(NC(=S)NC(=O)c2ccc(Cl)cc2)cc1
-5,Cc1cc(C)n2nc(CNS(=O)(=O)c3ccc(Cl)cc3)nc2n1
3,O=C1NC(Cc2ccc(O)cc2)C(=O)N1C12CC3CC(CC(C3)C1)C2 (stereo unspecified)
10,COc1ccc(-n2c(-c3ccco3)nc3c(cnn3-c3ccccc3C)c2=O)cc1
-1,Nc1ccc(C(=O)OCC(=O)c2cccc([N+](=O)[O-])c2)cc1
-7,O=C(ONc1ccc([N+](=O)[O-])cc1)c1ccccc1
-8,Cc1cccc(NC2=NC(=S)N(c3cccc(C(=O)O)c3)C23CCCCC3)c1
10,O=C(CO/N=C\c1ccccc1)Nc1ccccc1C(=O)N1CCOCC1
-5,Cc1csc(SCC(=O)Nc2ccc(Br)cn2)n1
1,COc1ccccc1CCN1CCCC(CN(C)C(=O)Cn2cncn2)C1 (stereo unspecified)
-5,Cc1ccccc1N1CCN(C2CCCN(C(=O)CSc3ncccn3)C2)CC1 (stereo unspecified)
-6,c1ccc(C(Cc2nc3ccccc3[nH]2)c2ccccc2)cc1
7,CN(CCc1ccccc1)C(=O)CC1(c2cccc(C(F)(F)F)c2)CC(=O)N(C2CC2)C1=O (stereo unspecified)
9,Cc1cccc(OCC(=O)/C=C2\Sc3ccccc3N2C)c1
3,COc1ccc(OCC(O)CN2CCC(O)CC2)c(CN(C)Cc2nc(C)cs2)c1 (stereo unspecified)
6,CC(Nc1oc(COc2ccccc2)nc1C#N)c1ccccc1 (stereo unspecified)
2,CCc1c(C)sc2c1CCN(C(=O)Nc1cc(Cl)c(OC)cc1OC)C2c1ccccc1 (stereo unspecified)
7,Cc1cc(C(F)(F)F)nc(SCCN2CCOCC2)c1C#N
-8,CCN(CC)c1ccc(CNC(C)C)cc1
3,CCOc1ccccc1CN=C1NC(=O)N(C)C(=O)C1[N+](=O)[O-] (stereo unspecified)
19,O=C1N=c2ccc(Br)cc2=C1c1sc(Nc2ccc(O)cc2)nc1O
-11,CCOC(=O)c1c(C)[nH]c(C)c1S(=O)(=O)N1CCC(C(=O)Nc2ccccn2)CC1
3,CCCCCCOc1cc(CC#N)c(OCCCCCC)cc1CC#N
1,Cc1nn(C(C)C(=O)NC2CCCCC2)c(=O)c2c1sc1ccccc12 (stereo unspecified)
-5,CCc1cccc(C)c1NC(=O)Cn1ccn(Cc2ccc(Cl)cc2)c(=O)c1=O
-3,Nc1c(C(=O)Nc2ccc3c(c2)OCCO3)sc2ncccc12
2,C#CCN(Cc1cnc(S(=O)(=O)CC2CC2)n1CCOC)C1CCCCC1
1,CC1CCc2c(sc3nc[nH]c(=S)c23)C1 (stereo unspecified)
2,COc1ccc(-c2ncn(CCC#N)c2[N+](=O)[O-])cc1
0,COc1ccc(NC(=O)C2C(C)=Nc3nc(SCc4ccccc4C)nn3C2c2ccc(Br)cc2)cc1 (stereo unspecified)
6,Cc1nccn1-c1ccc(NC(=O)C2CCCN2C(=O)CC2=CCCCC2)cc1 (stereo unspecified)
-6,Cc1cc(C)c(NC(=O)CSc2ncc3c(n2)-c2cc(Cl)ccc2N(C)S3(=O)=O)c(C)c1
5,CCCN(CC1CCCO1)C(=O)c1cc(COc2ccc(F)cc2F)on1 (stereo unspecified)
0,COc1ccccc1C1NC(=S)N=C(C)C1C(=O)Nc1ccccc1C (stereo unspecified)
-7,O=C1Nc2ccccc2C(=O)C1SCCO (stereo unspecified)
-5,CCCCN1C(=O)C2CCC(=O)CC2C1=O (stereo unspecified)
3,CC(=O)c1cnc(N2CCN(C(=O)c3ccco3)CC2)nc1C
-3,CC(=O)OC(C(=O)Nc1cccc2ccccc12)C(OC(C)=O)C(OC(C)=O)C(OC(C)=O)C(=O)Nc1cccc2ccccc12 (stereo unspecified)
1,O=C(Nc1nnc(Cc2ccc(Cl)cc2)s1)N1CCS(=O)(=O)CC1
7,CC(C)C1Cc2c(sc3nc(SCC(=O)c4ccccc4)nc(N)c23)CO1 (stereo unspecified)
-12,COC(=O)C(NC(=O)c1cccc(Cl)c1)(Nc1ccccn1)C(F)(F)F (stereo unspecified)
-2,CCOCCCNC(=O)C1CCN(c2nn3cc(-c4ccc(F)cc4)nc3s2)CC1
4,COCCn1c(=O)c2c(nc3n(-c4ccc(Cl)cc4)c(C)cn23)n(C)c1=O
6,O=C(/C=C/c1ccccn1)c1ccc(Br)cc1O
8,O=C(O)CCNS(=O)(=O)/C=C/c1ccccc1
-1,COc1ccc(-c2nc(SCC(=O)Nc3ccc4c(c3)OCCO4)c(-c3ccccc3)[nH]2)cc1
6,COc1ccccc1CNC(=O)C(C)n1c(=O)cc(C(F)(F)F)c2c(C)nn(C)c21 (stereo unspecified)
2,CN1CCN(S(=O)(=O)N2CCC(n3cc(C4CC4)nn3)CC2)CC1
-2,CC(=NCc1ccc(Cl)cc1)C1C(=O)c2ccccc2C1=O
4,CCOC(=O)C1CCCN(C(=O)Cn2c(=O)cc(C)c3c(C)nn(C)c32)C1 (stereo unspecified)
-2,COc1cc(NC(=O)NC(C)c2c(-n3cccc3)sc3c2CCCC3)cc(OC)c1OC (stereo unspecified)
1,O=C(Nc1nnc(S(=O)(=O)N2CCCc3ccccc32)s1)c1cccc(F)c1

# Laid out differently: two of the compounds above
SMILES	RBX1-CUL1 inh
CC(=O)c1cnc(N2CCN(C(=O)c3ccco3)CC2)nc1C	3
O=C(Nc1nnc(S(=O)(=O)N2CCCc3ccccc32)s1)c1cccc(F)c1	1

# Additional compounds:
RBX1-CUL1 inh,SMILES
16,c1csc(-c2ccc(-c3cccs3)o2)c1
24,CCCC1=C(C(=O)OCC)C(c2c(OC)ccc3ccccc23)n2c(s/c(=C\c3cc(Cl)c(O)c(OC)c3)c2=O)=N1 (stereo unspecified)
2,O=C1C(=Nc2ccccc2O)C(Cl)C(=O)N1c1cccc(Cl)c1 (stereo unspecified)
-3,O=C1CC(O)(C(F)(F)F)Oc2ccccc21 (stereo unspecified)
-2,C/C(=N\Nc1nnc2c(n1)[nH]c1ccc(C)cc12)c1ccc2c3c(cccc13)CC2
-7,O=[N+]([O-])c1cccc(-c2nc(-c3ccccc3)c(-c3cccc4ccccc34)[nH]2)c1
-1,Cc1cc(C)cc(OCC(=O)N2CCC(c3nc4ccccc4s3)CC2)c1
4,CCCS(=O)(=O)c1c(S(=O)(=O)CCC)c2ccccn2c1C(=O)c1ccc(OC)cc1
0,CCc1cccc(C)c1NC(=O)CSc1nnc(C(NC(=O)c2cccc(C)c2)C(C)C)n1CC (stereo unspecified)
-9&2,CC(=O)c1cccc(NC(=O)Cn2c(-c3cncs3)nc3ccccc32)c1
7,Cc1nc2cc(NC(=O)CN)ccc2s1
3,CCCCn1c(-c2ccc(S(=O)(=O)N3CCOCC3)cc2)csc1=Nc1ccccc1
3,COc1cc(/C=C/C(=O)c2c(-c3ccccc3)c3cc(Cl)ccc3[nH]c2=O)cc(OC)c1OC
1,CC(=O)c1ccc(-n2c(CCC(=O)O)ccc2-c2cccs2)cc1
8,CCOc1ccc(C2Nc3ccccc3-c3nnc(SCc4ccccc4)nc3O2)cc1OC (stereo unspecified)
12,Nc1c(C(=O)Nc2cccc(Cl)c2Cl)sc2ncccc12
1,CCC(C)c1n[nH]c2c1CN(C(=O)c1ccccc1-n1cccn1)CC2 (stereo unspecified)
-2,COc1cccc(OC)c1C(=O)Oc1ccc(OC(=O)c2c(OC)cccc2OC)cc1
4,Cc1ccc(-c2nc3ccccc3c(=O)n2-c2nc3ccccc3s2)cc1
-4,CCOC(=O)N1CCc2c(sc3c2c(=O)n(-c2ccc(CC)cc2)c(=O)n3C)C1
7,CC(=O)c1sc(N/N=C\c2c(O)ccc3ccccc23)nc1C
-4,C=CCc1ccc(OCc2ccc(C(=O)OC)o2)c(OC)c1
-3,Cn1c(N=Nc2c(-c3ccccc3)n(C)c3ccccc23)nc2ccc(Br)cc21
1,COc1cc(/C=N\Nc2nccs2)ccc1OCc1ccccc1Cl
-5,CCOc1cc(CNc2ccc3c(c2)OCCO3)ccc1OCC(=O)NC(C)(C)C
-1,Cc1cc2nc(-c3ccc(OCc4ccccc4C)cc3)cc(C(F)(F)F)n2n1
0,CS(=O)(=O)N1CCC(C(=O)N2CCCCC2)CC1
-5,Cc1ccc(-c2nc(S(=O)(=O)c3ccc(C)cc3)c(SCC(=O)c3ccccc3)o2)cc1
6,O=C(CSc1nnc(COc2ccccc2)n1-c1ccccc1)c1cccs1
1,Cc1ccccc1Nc1ccc([N+](=O)[O-])cn1
-2,O=C(NCC1(c2ccccc2)CCOCC1)c1ccco1
-5,CCOC(=O)c1cnn(-c2cccc(Cl)c2)c1C1CCN(C(=O)OC(C)(C)C)CC1
-4,CCOc1ccc2nc(N3CCCC(N4CCC(Oc5cccnc5)CC4)CC3)nc(C)c2c1 (stereo unspecified)
-10,Cc1ccc(-c2[nH]c3ccccc3c2SCCNC(=O)c2ccc(S(=O)(=O)N(C)C)cc2)cc1
-7,Cc1ccc(CS(=O)(=O)NCc2ccncc2)cc1
-2,CC(=O)c1ccc(N2CCN(C(=O)C3CCCN(S(=O)(=O)c4ccc(Br)s4)C3)CC2)cc1 (stereo unspecified)
-6,COc1ccc(OC)c(N(CC(=O)NCc2ccccc2)S(=O)(=O)c2ccccc2)c1
-1,CCOC(=O)N1CCN(C(=O)c2ccc3nc(-c4ccccc4)c(-c4ccccc4)nc3c2)CC1
3,Cc1ccc(C(=O)c2cn(Cc3ccccc3)c3ccccc3c2=O)cc1
-10,O=C(Cc1ccc(Cl)cc1)NNC(=O)C1CC=CCC1C(=O)O (stereo unspecified)

# Not a retest: an excerpt of the list.
RBX1-CUL1 inh,SMILES
-4,CCOC(=O)N1CCc2c(sc3c2c(=O)n(-c2ccc(CC)cc2)c(=O)n3C)C1
7,CC(=O)c1sc(N/N=C\c2c(O)ccc3ccccc23)nc1C
-4,C=CCc1ccc(OCc2ccc(C(=O)OC)o2)c(OC)c1
-3,Cn1c(N=Nc2c(-c3ccccc3)n(C)c3ccccc23)nc2ccc(Br)cc21
1,COc1cc(/C=N\Nc2nccs2)ccc1OCc1ccccc1Cl
-5,CCOc1cc(CNc2ccc3c(c2)OCCO3)ccc1OCC(=O)NC(C)(C)C
-1,Cc1cc2nc(-c3ccc(OCc4ccccc4C)cc3)cc(C(F)(F)F)n2n1
0,CS(=O)(=O)N1CCC(C(=O)N2CCCCC2)CC1
-5,Cc1ccc(-c2nc(S(=O)(=O)c3ccc(C)cc3)c(SCC(=O)c3ccccc3)o2)cc1
6,O=C(CSc1nnc(COc2ccccc2)n1-c1ccccc1)c1cccs1
1,Cc1ccccc1Nc1ccc([N+](=O)[O-])cn1
-2,O=C(NCC1(c2ccccc2)CCOCC1)c1ccco1
-5,CCOC(=O)c1cnn(-c2cccc(Cl)c2)c1C1CCN(C(=O)OC(C)(C)C)CC1
-4,CCOc1ccc2nc(N3CCCC(N4CCC(Oc5cccnc5)CC4)CC3)nc(C)c2c1 (stereo unspecified)
-10,Cc1ccc(-c2[nH]c3ccccc3c2SCCNC(=O)c2ccc(S(=O)(=O)N(C)C)cc2)cc1
-7,Cc1ccc(CS(=O)(=O)NCc2ccncc2)cc1
-2,CC(=O)c1ccc(N2CCN(C(=O)C3CCCN(S(=O)(=O)c4ccc(Br)s4)C3)CC2)cc1 (stereo unspecified)
-6,COc1ccc(OC)c(N(CC(=O)NCc2ccccc2)S(=O)(=O)c2ccccc2)c1

# (listing goes on)
RBX1-CUL1 inh,SMILES
11,Cc1[nH]c(C2CC(=O)N(c3cccc(F)c3)C2)nc1-c1ccccc1 (stereo unspecified)
-3,Cc1ccc(C(=O)COC(=O)c2cccc(NC(=O)c3ccc(Br)cc3)c2)cc1
-1,Clc1ccccc1/C=C/c1nnc(C2CC2)o1
7,CCCc1nc(C)cc(N2CCN(c3ccccc3)CC2)n1
-8,FC(F)(F)c1nnc2ccc(N3CCCCC3)nn12
9,CCOc1ccc(C(=O)NCCc2csc(-c3cccc(F)c3)n2)cc1OCC
1,O=C(CSc1nc(-c2ccc(F)cc2)[nH]c1-c1ccccc1)Nc1ccccc1
7,COc1cc2c(cc1NC(=O)c1c(C)nn(C(F)F)c1C)oc1ccccc12
-1,CCOC(=O)c1sc(N=Nc2c(O)ccc3ccccc23)c(C(=O)OCC)c1C
-5,O=C(N/N=C/c1cccc(Cl)c1)c1cc2c(ccc3ccccc32)o1
9,CCN(CC)C(=O)CCSc1nnc(-c2ccc(C)cc2)o1
4,O=c1cc([N+](=O)[O-])c2ccccc2o1
0,COc1ccc(NC(=O)C2COc3ccccc3C2)cc1Cl (stereo unspecified)
5,O=C(c1ccccc1OC1CCN(Cc2ccccn2)CC1)N1CCSCC1
-2,O=C1NC(=O)N(C2CCCCC2)C(=O)C1C1=Nc2ccccc2SC(c2ccccc2)C1 (stereo unspecified)
9,COc1ccc(-n2nnnc2C2CCN(S(=O)(=O)c3ccc(C)cc3)CC2)cc1
4,COc1cc(/C=N/n2c(-c3ccc(C)cc3)n[nH]c2=S)cc(Br)c1O
10,Cc1ccc(C2OC3(C(=O)c4ccccc4C3=O)C(c3cccs3)C23C(=O)c2ccccc2C3=O)cc1 (stereo unspecified)
-3,COc1ccc2c(c1)CC(C(=O)NCCCN1CCN(c3ccccc3F)CC1)CO2 (stereo unspecified)
-7,COCC1CCN(C(=O)C2(N(C)Cc3ccccc3)Cc3ccccc3C2)C1 (stereo unspecified)
3,Brc1ccc(CSc2nnnn2-c2cccnc2)cc1
-2,Cc1ccc(NC(=O)c2nnn(Cc3cccc(C(F)(F)F)c3)c2N)c(C)c1
